Compound activity (PubChem BioAssay)
OX1R antag-1: antagonists of human orexin 1 receptor (OX1R); Orexin/Hypocretin receptor type 1 (Homo sapiens), O43613; OX1R-expressing cells, FRET antagonist read-out; inhibition, % at 6.6 µM; hit rate 1.8% among 330,000; AID 485270, 2010; in the data active means inhibition mostly above about 38%, no sharp cut-off; inactive means mostly below about 40%;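 further: 0% = agonist challenge alone and 100% = reference antagonist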
Target sequence (O43613 whole entry, looked up): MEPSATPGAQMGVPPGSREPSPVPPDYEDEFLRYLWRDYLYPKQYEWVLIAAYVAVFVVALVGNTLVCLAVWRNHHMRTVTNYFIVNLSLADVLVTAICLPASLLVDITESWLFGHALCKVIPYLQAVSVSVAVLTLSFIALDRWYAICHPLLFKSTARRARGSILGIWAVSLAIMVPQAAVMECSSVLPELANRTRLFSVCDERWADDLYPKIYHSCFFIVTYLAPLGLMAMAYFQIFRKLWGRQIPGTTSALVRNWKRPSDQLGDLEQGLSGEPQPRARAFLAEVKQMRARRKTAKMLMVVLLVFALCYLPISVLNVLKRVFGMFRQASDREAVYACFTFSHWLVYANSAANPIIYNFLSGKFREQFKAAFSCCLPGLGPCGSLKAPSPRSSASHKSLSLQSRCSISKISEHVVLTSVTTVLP
OX1R antag-2: OX1R (HCRTR1) antagonists, primary screen, fluorescence, CHO/OX1R cells, Fluo-8 calcium, orexin A; Orexin/Hypocretin receptor type 1 (Homo sapiens), O43613; Fluo-8 calcium fluorescence; inhibition, % at 5 µM; hit rate 0.43% among 330,000; AID 434989, 2010;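 active means inhibition above its plate's threshold, mean inhibition of all tested compounds on the plate plus 3 SD, cut at about 37% in these data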;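 further: 0% = orexin A challenge wells and 100% = SB-334867-A antagonist wells; not every result past the cut was called active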
Active calls of the source: *; & = joins results of further samples.

Structure,OX1R antag-1,OX1R antag-2
CC1(C)C(=O)Nc2ccccc2N1C(=O)COc1ccccc1C#N,7.0,-17.0
O=C(c1cccc(Cl)c1)C1CCCN(Cc2ccc(N3CCNC3=O)cc2)C1 (centres undefined),11.4,-29.9
CN(C)C(=O)/C(C#N)=C\c1cc(Br)c(Sc2ccc(Cl)cc2)o1,10.6,-22.8
Nn1c(SCC(=O)N2CCCc3ccccc32)nnc1-c1ccc(Cl)cc1,25.4,-41.1
Cc1nc(-c2cccs2)sc1C(=O)NN,23.6,-27.5
CCCNC(=S)N1CC2(C)CN(C(=O)C(=O)OC)CC(C)(C1)C2=O,20.2,-4.8
COc1cccc(CNC(=O)CCS(=O)(=O)c2ccc3c(c2)NC(=O)C(C)S3)c1 (centres undefined),-0.2,-29.1
O=S(=O)(NC1CCCC1)c1ccc(S(=O)(=O)NC2CCCC2)cc1,12.5,-7.2

Looked up above:
O=C(c1cccc(Cl)c1)C1CCCN(Cc2ccc(N3CCNC3=O)cc2)C1 (centres undefined) in OX1R antag-2 is entered as -29.9
Nn1c(SCC(=O)N2CCCc3ccccc32)nnc1-c1ccc(Cl)cc1 in OX1R antag-2 is entered as -41.1
O=S(=O)(NC1CCCC1)c1ccc(S(=O)(=O)NC2CCCC2)cc1 in OX1R antag-2 is entered as -7.2
CC1(C)C(=O)Nc2ccccc2N1C(=O)COc1ccccc1C#N in OX1R antag-2 is entered as -17.0

(next part)
Structure,OX1R antag-1,OX1R antag-2
O=C(N/N=C/c1ccncc1)c1ccccn1,12.8,1.1
O=C(O)CN1C(c2ccccc2)=Nc2ccc(Br)cc2C1c1ccccc1 (centres undefined),12.5,25.9
O=C(Cc1ccccc1)NS(=O)(=O)c1ccc(N=NN2CCOCC2)cc1,12.7,7.1
O=C(Nc1ccc(S(=O)(=O)N2CCN(Cc3ccccc3)CC2)cc1)c1cnccn1,16.7,-2.4
C=C(C)c1cccc(C(C)(C)NC(=O)Nc2cccnc2)c1,16.3,-14.3
COCCCn1c(SCC(=O)OC2CCCCC2)nnc1-c1ccco1,8.6,-2.8
Cc1nc2ccccc2c(=O)n1CCc1ccc(O)cc1,14.3,-21.4
COc1ccc(C2/C=C\CN(C(=O)Nc3ccc(C(F)(F)F)cc3)CC(=O)N2Cc2ccc(F)cc2)cc1 (centres undefined),32.6,8.8
CC1CC(C)(C)NC(=S)N1CC(=O)NCc1ccc2c(c1)OCO2 (centres undefined),9.3,-0.9
O=C(NCCc1ccccc1)C1CCCN(S(=O)(=O)c2cccnc2)C1 (centres undefined),6.6,-3.2
COc1ccccc1Nc1ccc(C(=O)NCc2cccs2)cn1,16.7,0.5
CCCCn1c(-c2ccc(F)c(F)c2)nc2cc3[nH]c(=O)c(C(C)C)nc3cc21,14.5,-35.6
CCCc1cc(=O)n2nc(N3CCC(C(=O)Nc4c(F)c(F)c(F)c(F)c4F)CC3)sc2n1,17.1,-15.4
CCn1c2ccccc2c2cc(C3C(C#N)=C(N)Oc4n[nH]c(COC)c43)ccc21 (centres undefined),26.0,-25.1
Oc1c(N=Nc2ccccc2)sc2ccccc12,20.1,1.9
NS(=O)(=O)c1ccc(CNC(=O)c2cc(=O)c3cc(Cl)ccc3o2)cc1,-1.6,-29.3
O=C(Nc1cccc(S(=O)(=O)N2CCCCC2)c1)c1cc2ccccc2o1,15.6,-6.8
CCOC(=O)C1=CN(CC)S(=O)(=O)NC1c1cccc(OC)c1 (centres undefined),8.2,-13.7
CSc1cccc(-n2cc(-c3ccc4c(c3)OCO4)[nH]c2=O)c1,23.3,-1.1
COC(=O)/C=C/c1ccc2c(c1)S(=O)(=O)N(Cc1ccc(OC)cc1)[C@H]2CC(=O)OC,13.8,-13.4
Cc1ccc(-n2c(=O)c3c4c(sc3n3c(=S)[nH]nc23)CCC4)cc1,2.5,-24.4
CN(C)c1ccc(C(=O)Nc2cc(C(F)(F)F)ccc2-n2cncn2)cc1,28.8,-16.8
COCCNC(=O)CSc1cc(-c2ccccc2)c2ccc(OC)cc2n1,2.9,-12.3
Cc1ccccc1N(C)S(=O)(=O)c1nnc(NC(=O)c2ccccc2F)s1,61.3,-17.8
Cc1cc(C)c(S(=O)(=O)n2nc(C)c(Br)c2C)c(C)c1,22.7,-5.4
N#CC1(NC(=O)CN2c3cccc4cccc(c34)S2(=O)=O)CCCCC1,17.9,-15.3
CC(C)(C)NC(=O)CN(C(=O)CSc1nnc(COc2ccccc2)o1)c1cccc(F)c1,37.5,-27.4
COC(=O)c1ccccc1NC(=O)Cn1cnc([N+](=O)[O-])c1,-1.0,-11.1
Cc1ccc(/C=C/C(=O)OCC(=O)NCc2cccs2)o1,3.9,-13.2
O=C(NC(=S)N1CCc2ccccc21)c1ccco1,-1.7,-9.2
Clc1ccc(-c2nnc(COc3ncnc4sccc34)o2)cc1,5.7,-7.5
O=C(CCCC(=O)N1CCN(c2ccc([N+](=O)[O-])cc2)CC1)c1ccccc1,28.1,6.7
C#CNC(=O)C1(CC=C)CCNCC1,21.7,0.2
O=S(=O)(/N=C/c1c(O)ccc2ccccc12)c1ccccc1,11.7,-12.6
CCN(CC)CCCNC(=O)c1cc2c(Cl)nc3ccccc3c2s1,16.4,-18.6
CCc1sc(C(=O)NC(C)C2CCCO2)cc1Br (centres undefined),9.3,-10.4
COc1ccc(N2CCN(CC(O)COCc3ccccc3)CC2)cc1 (centres undefined),9.2,-2.0
CC(=O)c1cccc(NC(=O)C(C)OC(=O)CN2C(=O)NC(C)(C)C2=O)c1 (centres undefined),2.5,-5.8
Cn1c(SCC(=O)NC2CCCCC2)nnc1-c1ccccc1O,14.3,-5.3
C=CCN1C(c2ccc(Br)cc2)=CS/C1=C(/C#N)c1nnc(N2CCOCC2)n1-c1ccccc1,13.2,-38.2

Complete entries, quoted from the list. Values in the order: OX1R antag-1, OX1R antag-2
CCOC(=O)C1=CN(CC)S(=O)(=O)NC1c1cccc(OC)c1 (centres undefined) across the screens: 8.2, -13.7
NS(=O)(=O)c1ccc(CNC(=O)c2cc(=O)c3cc(Cl)ccc3o2)cc1 across the screens: -1.6, -29.3
O=C(N/N=C/c1ccncc1)c1ccccn1 across the screens: 12.8, 1.1

(more compounds)
Structure,OX1R antag-1,OX1R antag-2
COc1ccc(/C=N/N2CCN(c3ccc(Cl)cc3)CC2)cc1,13.1,-6.8
CSc1ccc(S(=O)(=O)NCCCn2ccnc2)cc1,10.5,-7.2
CCc1ncc(C)nc1CC,10.6,-12.7
CCCCN(CCCC)CCCNC(=O)C12CN(Cc3ccccc3)CC1C(c1cccc([N+](=O)[O-])c1)=NO2 (centres undefined),26.6,-26.3
N/C(=N\OC(=O)Cc1ccccc1)c1cccc(Br)c1,14.9,-16.3
CCOC(=O)C1C(=O)NC(N2CCOCC2)=NC1c1ccco1 (centres undefined),17.3,-11.0
Cc1sc2ncn(CC(=O)NCc3ccco3)c(=O)c2c1-c1ccc(F)cc1,10.0,-22.5
Cc1nc2ccccc2c(=O)n1/N=C/c1cccs1,12.3,-25.4
CCOC(=O)Nc1ccc2c(c1)N(C(=O)CCN1CCN(CCO)CC1)c1ccccc1CC2,20.3,-10.6
COc1ccc(C(=O)N/N=C(\C)CC(=O)Nc2ccc(Cl)cn2)cc1,8.1,-35.2
CC(C)CS(=O)(=O)C1=NN2C(=N)/C(=C\c3ccc(OC(=O)c4ccco4)cc3)C(=O)N=C2S1,4.6,-13.3
CCOC(=O)C1=C(C)N(CCCC(=O)O)C(=O)NC1c1ccccc1OC(=O)c1cccs1 (centres undefined),26.4,-7.1
Cc1oc(/N=C/c2ccc(O)cc2O)c(C#N)c1C,24.3,-5.5
CCOc1ccc2[nH]c3c(N4CCN(c5ccccn5)CC4)ncnc3c2c1,60.8*,-8.3
Cc1ccc(C(=O)/C=C/c2ccc3ncccc3c2)cc1,13.5,-25.5
O=C1CN2C(=N1)N(Cc1ccccc1)c1ccccc12,0.1,-3.0

2 records picked at random from the list so far:
Structure,OX1R antag-1,OX1R antag-2
CCOc1ccc2[nH]c3c(N4CCN(c5ccccn5)CC4)ncnc3c2c1,60.8*,-8.3
Cc1ccc(C(=O)/C=C/c2ccc3ncccc3c2)cc1,13.5,-25.5

Other compounds follow.
Structure,OX1R antag-1,OX1R antag-2
O=C(O)c1ccc(S(=O)(=O)c2ccc3c(c2)C(=O)N(c2ccc(Br)cc2)C3=O)cc1,8.2,-14.3
CO[C@H]1C=CO[C@@]2(C)Oc3c(C)c(O)c4c(O)c(c(C=NN5CCN(C)CC5)c(O)c4c3C2=O)NC(=O)C(C)=CC=C[C@H](C)[C@H](O)[C@@H](C)[C@@H](O)[C@@H](C)[C@H](OC(C)=O)[C@@H]1C,36.5,-12.8
Cc1cc(=O)[nH]c(N/N=C/c2c(F)c(F)c(F)c(F)c2F)n1,4.3,-13.1
COC(=O)c1ccc(CSc2nncn2N)cc1,13.2,-11.6
Nc1c(Cl)cc(-c2csc(N3CCCC3c3nc4cc(Cl)c(Cl)cc4n3CCOCCO)n2)cc1Cl (centres undefined),17.1,-20.1
CCC1CN(C(=O)N2CCC(C(=O)NCc3ccc(C)o3)CC2)c2cc(C)ccc2O1 (centres undefined),9.7,-27.5
CN(C)/C=N/c1nc2nccc(-c3ccccn3)n2n1,8.9,-13.4
CN(C)C(=O)/C(=C\c1ccc(-c2cccc([N+](=O)[O-])c2)o1)NC(=O)c1ccccc1,33.0,-18.1
Cc1ccc2cc(CN(C)C(=O)C3CCCO3)c(=O)[nH]c2c1 (centres undefined),37.2,0.3
Cc1ccc(C(C)(C)C)c(SCC(=O)Nc2nnc(C)s2)c1,2.4,-33.3
CC(=O)c1cccc(N2C(=NC(=O)CCc3ccccc3)SC3CS(=O)(=O)CC32)c1 (centres undefined),21.9,-9.7
COc1ccc2c(ccn2S(=O)(=O)c2ccccc2)c1,10.5,-21.9
COC(=O)/C=C/c1cc(F)ccc1S(=O)(=O)NC(C)(C)C,36.7,-22.3
COc1ccc(N(CC(=O)NC2CCCCC2)C(=O)CNC(=O)c2cccs2)cc1,-0.8,-13.4
COc1ccc(-n2nc(N)c(C(N)=O)n2)cc1,-3.3,-13.1
CCOCCCN(C(=O)c1snc(C(N)=O)c1N)C(C(=O)NC(C)(C)C)c1ccc(Cl)cc1 (centres undefined),2.2,-42.5
Cc1nn2c(-c3ccc(F)cc3)ccnc2c1Br,17.1,-18.3
CCOC(=O)C(=Cc1ccc(-n2ccnc2)cc1)C(=O)OCC,1.6,-17.7
O=C1NC(=S)N/C1=C/c1ccc2ccccc2c1,16.1,-17.5
CN(C)C(=O)c1ccc(=O)n(Cc2ccc(Cl)cc2Cl)c1,-3.9,-12.9
CCOc1ccccc1C(=O)NCC(=O)OCc1csc(CC(=O)Nc2ccc(C)cc2)n1,0.8,-17.0
COc1ccc(-c2noc(CNC(=O)Nc3ccc(F)cc3)n2)cc1,8.0,-6.2
CC1=CC(C)(C)Nc2ccccc21,7.0&6.2,-6.4&-0.3
CSc1nc(C)cc(OCC(=O)N/N=C/c2ccccc2O)n1,14.9,-13.1
Cc1cccc2sc(N3CCN(C(=O)c4cccs4)CC3)nc12,31.6,-7.3
CC1CCc2c(sc3nc4n(c(=O)c23)CCS4)C1 (centres undefined),8.7,-33.1
CC(C)CNS(=O)(=O)c1ccc(S(=O)(=O)N2CCN(CCC#N)CC2)cc1,10.2,-1.3
CC(C)(C)n1nnnc1CN1CCN(C(c2ccccc2)c2ccccc2)CC1,20.0,-43.7
CC(=O)c1ccc(N(CC(=O)NC2CCS(=O)(=O)C2)S(=O)(=O)c2ccc(Cl)cc2)cc1 (centres undefined),-4.5,-9.4
COc1ccc2nc(NC(=O)c3ccc(-n4nc(C)cc4C)cc3)sc2c1,9.5,-30.5
O=C(NNC(=O)c1cc2ccccc2oc1=O)c1ccccc1,59.4,-7.6
COc1ccc(NC(=O)NN2CCN(C)CC2)cc1OC,1.0,0.6
Cc1ccc2c(c1)Oc1ccc([N+](=O)[O-])cc1C(=O)N2,9.0,-0.3
COc1cc(NC(=O)CSc2nnc(Cn3nnc4ccccc43)n2C)cc(OC)c1,12.1,-35.6
COc1ccc(Cl)cc1NC(=O)CSc1nnc(CNC(=O)c2ccco2)o1,9.5,-3.8
COc1ccccc1CNC(=O)c1ccccc1C(=O)NC(C)(C)C(=O)NCc1ccccc1OC,14.4,-22.5
